# NOD2 inhibition: inhibition of NOD2-driven NF-kB reporter – cell-based, luminescence, uHTS, HEK293 (AID 1566); HEK293 NOD2/NF-kB luciferase reporter, luminescence; higher % means a stronger effect; inhibition, % at 4 µM, or EC50 in µM where a hit was titrated; actives 0.63% (n = 290,000); note: many of its hits are not listed in these tables
# LYP phosphatase: inhibitors of LYP phosphatase, biochemical, fluorescence intensity, uHTS (AID 1779); actives 0.054% (n = 290,000); inhibition, % at 11.5 µM, or IC50 in µM where a hit was titrated; recombinant LYP phosphatase, fluorescence intensity; higher % means a stronger effect;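 note: plate controls were vehicle with enzyme for no effect and no enzyme for full effect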
# Lipid droplet: modulators of hepatic lipid droplet formation | AML12 mouse hepatocytes, oleate lipid droplets, BODIPY imaging | inhibition, % at 6.5 µM | actives 0.4% (n = 240,000);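 active = lipid droplet intensity inhibited by at least 50%, with more than 500 cells counted; inconclusive = wells with under 300 cells, treated as cytotoxic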
#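 Assay system: AML12 mouse liver cells | Compound: 6.5 µM single-point dosing | Schedule: Overnight exposure | Technique: Fluorescence imaging, 20x objective, two fields per well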
# SIAH1 antagonists: blockers of Siah-1 interaction with plectin peptide – biochemical, fluorescence polarization, rhodamine-plectin, uHTS, primary screen (AID 1817); one-dose displacement, % at 20 µM; IC50 in µM for titrated hits; Siah-1 / rhodamine-plectin peptide fluorescence polarization; higher % means a stronger effect; actives 0.02% (n = 290,000);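 active = displacement of at least 50% at 20 µM, with a fluorescence ratio check between 0.3 and a set limit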;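 note: plate controls were Siah plus tracer with DMSO for no effect and tracer alone without Siah for full effect; strong numbers were not always called active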
# NS5 inhibitors: flavivirus cap methylation enzyme inhibition – biochemical, confirmation dose response, primary screen (AID 588689); Dengue-2 NS5 methyltransferase capping enzyme assay, biochemical; higher % means a stronger effect; one-dose inhibition, % at 25 µM; IC50 in µM for titrated hits; actives 0.3% (n = 340,000); in the data active = a potency from the dose series; inconclusive = inhibition above about 29% without an active follow-up result
# AID2073: disruptors of CaV2.2 binding to Mint1 – biochemical, HTRF (AID 2073) | HTRF protein-protein interaction, Mint1-CaV2.2; higher % means a stronger effect | inhibition, % at 20 µM, or IC50 in µM where a hit was titrated | actives 0.19% (n = 290,000); in the data active = inhibition mostly above about 51%, no sharp cut-off; inconclusive = no clear call, values can overlap the other calls; inactive = mostly below about 53%; note: some results filed as inactive read as strong as hits
# XIAP displacement: XIAP antagonists, biochemical, IAP family, fluorescence polarization (AID 1018). actives 0.007% (n = 200,000). displacement, % at 20 µM; hits with a dose series show IC50 in µM. XIAP BIR domain, fluorescence polarization peptide displacement; higher % means a stronger effect; in the data active = displacement above about 50%; note: a part of the inactive calls stands beside numbers as strong as those of hits
# HIV peptide binding: cell-free HIV fusion peptide-binding blockers – biochemical, uHTS, fluorescence dequenching, primary screen (AID 1986); inhibition, % at 20 µM, or IC50 in µM where a hit was titrated; actives 0.3% (n = 290,000); cell-free peptide binding, fluorescence dequenching, 30 min; higher % means a stronger effect; in the data active = inhibition mostly above about 52%, no sharp cut-off; inactive = mostly below about 76%; note: some results filed as inactive read as strong as hits
# Myeloid diff 2: promotes myeloid progenitor differentiation; ER-HoxA9 myeloid progenitors, lysozyme-GFP differentiation, flow cytometry; calls only at 10 µM; actives 1% (n = 360,000); AID 624256;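 active = normalized GFP-positive differentiation at or above the plate's own cutoff, the solvent-only control mean plus 3 SD; inconclusive = no clear call, values can overlap the other calls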;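 note: cells exposed to compound for four days before flow analysis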
# Lipid droplet cells 6.5 µM: also measured in Lipid droplet; calls as there; cell count; measured here: cell count, cytotoxicity flag;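 cells counted across two imaged fields per well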
# NS5 inhibitors pilot replicate: further read-out of NS5 inhibitors, marked with its call; inhibition, %; measured here: pilot screen replicate inhibition
# Myeloid diff 2 GFP+ MAC1+ %: also measured in Myeloid diff 2; calls as there; GFP+ MAC1+ double positive, %; measured here: differentiation confirmed by MAC1 staining
# * = called active by the depositor; i = inactive; ? = inconclusive; . = not tested or not shown. Cut-off read from the data, not from the text of the source, unless noted: active = inhibition above about 50%; inactive = the rest. This is a subset; the hit share may differ from the screen's.
SMILES,NOD2 inhibition,LYP phosphatase,Lipid droplet,Lipid droplet cells 6.5 µM,SIAH1 antagonists,NS5 inhibitors,AID2073,XIAP displacement,HIV peptide binding,Myeloid diff 2,Myeloid diff 2 GFP+ MAC1+ %,others
Cc1ccc(-c2c(C#N)c(N)nc3c2CCCCC3)o1,13%,0%,.,.,0%,-6%,28%,3.3%,1.7%,i,4.5,
CCN(CC(=O)Nc1cccc(C(C)=O)c1)S(=O)(=O)c1ccccc1,4%,-3%,-5,672,1%,3%,18%,-8.1%,0.7%,i,1.1,
COc1ccccc1-n1nnnc1SCC(=O)Nc1ccccc1,1%,-6%,1,837,-4%,-3%,2%,.,-1.1%,i,1.1,
COCc1cc(N2CCOCC2)nc(SCc2ccc(Cl)cc2)n1,-18%,0%,-2,681,-12%,-3%,6%,-5.9%,-1.6%,i,0.5,
CC(C)(C)c1ccc(-c2n[nH]c(=S)n2/N=C/c2ccncc2)cc1,-6%,-3%,10,663,5%,1%,6%,-1.7%,1.6%,i,0.4,
COc1cc2nc(N3CCNCC3)nc(N)c2cc1OC,-13%,-1%,-3,700,-2%,-14%,4%,-2.1%,0.1%,i,0.4,NS5 inhibitors pilot replicate=-4.2
CCn1c(C(=O)O)c(CC(=O)Nc2ccccc2F)c2ccccc21,12%,-1%,3,697,4%,.,9%,-7.1%,3.4%,i,0.2,
CN(C)c1cccc(C(=O)Nc2nnc(Cc3ccccc3)s2)c1,-54%,1%,-2,879,-5%,-5%,8%,.,-2.1%,i,1.8,
O=C(OCC(=O)N1CCN(C(=O)c2ccco2)CC1)c1cc(-c2cccc(Br)c2)nc2ccccc12,-18%,6%,-12,742,-1%,-5%,16%,-3.9%,2.2%,i,1.6,NS5 inhibitors pilot replicate=1.2
C=Cc1ccc(N=Cc2c(O)ccc3ccccc23)cc1,0%,-1%,1,826,-3%,-13%,-25%,.,8.9%,i,0.2,
CCC(=O)OCc1c(C(F)(F)F)nn(C)c1Sc1ccc(Cl)cc1,20%,6%,.,.,-3%,1%,3%,-1.2%,-1.3%,i,0.4,NS5 inhibitors pilot replicate=0.0
Cn1c(=O)c2cc(S(=O)(=O)NC(C(=O)NCc3ccccn3)c3ccccc3)ccc2n(C)c1=O (centres undefined),7%,-8%,.,.,0%,1%,-5%,-0.6%,-2.2%,i,1.1,
COc1cc2cc(C(=O)N3CCC(Cc4ccccc4)CC3)[nH]c2cc1OC,6%,0%,9,820,3%,4%,16%,.,1.2%,i,0.5,
COc1ccc(CCNC(=O)CN(c2ccc(OC)c(OC)c2)S(C)(=O)=O)cc1,4%,-3%,.,.,3%,0%,0%,-5.4%,3.3%,i,1.1,
CC(C)c1ccc(NC2CCCN(C(=O)c3ccnn3C)C2)cc1 (centres undefined),16%,-4%,24,759,8%,0%,-6%,.,1.1%,i,5.8,
CCOC(=O)n1c(=O)n(Cc2cccc(C)c2)c2ccccc21,0%,-1%,-17,684,5%,-6%,4%,-1.4%,-1.5%,i,0.1,
CC(C)C1CCC(C(=O)N[C@H](Cc2ccccc2)C(=O)O)CC1 (some centres undefined),-6%,-1%,5,735,3%,.,-13%,-2.4%,1.2%,.,.,
Cc1c(C(=O)Nc2ccc(Cl)cc2)c2ccccn2c1CCc1ccncc1,-45%,-2%,-100,573,-7%,-25%,36%,-2.9%,11%,i,1.3,
CC(Nc1ccccc1)c1ccncc1 (centres undefined),10%,-6%,2,734,5%,5%,-7%,-7.3%,-0.9%,i,0.2,
Cc1cccc(Nc2nc(N)nc(CC(=O)CSc3ccc(Cl)cc3)n2)c1,2%,0%,4,691,5%,.,10%,-2.3%,2.6%,.,.,
CCn1c(SCC(=O)N/N=C/C=C/c2ccccc2[N+](=O)[O-])nnc1-c1ccccc1,-26%,2%,18,597,-3%,-2%,-3%,-2.5%,-0.7%,i,0.3,
Cc1ccc(N2CCN(C3=NC(=O)C(Cc4ccccc4)S3)CC2)cc1 (centres undefined),1%,-4%,-6,580,0%,1%,1%,-8.7%,-0.6%,i,0.4,
Cc1cccc2c1NC(C)CC2C (centres undefined),-11%,-3%,-12,791,7%,3%,45%,-6.8%,-0.3%,i,0.5,
O=C(NCC1COc2ccccc2O1)c1c[nH]c2ccc(S(=O)(=O)N3CCOCC3)cc2c1=O (centres undefined),4%,-5%,.,.,2%,-2%,-1%,-6.5%,-3.9%,i,0.8,
Cn1c(=O)n(C)c2cc(S(=O)(=O)Nc3ccccc3C(=O)O)ccc21,14%,-9%,-14,822,-5%,-3%,26%,.,0.5%,i,0.3,NS5 inhibitors pilot replicate=1.2
CN(Cc1ccon1)Cc1cn(C)nc1-c1ccc(Oc2ccccc2)cc1,-18%,-6%,-16,674,13%,-13%,5%,.,-1.7%,i,0.2,
COc1ccc(-c2nnc(SCC(=O)Nc3cc(F)ccc3C)o2)cc1,-2%,-3%,.,.,1%,-3%,0%,-2.7%,0.6%,i,1.3,
CSc1nnc(C2CCCN2)n1C (centres undefined),5%,-6%,.,.,4%,-3%,-5%,-6.3%,0.8%,i,1.0,
O=C(COC(=O)c1cccs1)NCc1cccs1,-1%,2%,-8,818,4%,-7%,11%,.,1.6%,i,2.2,
Cc1cc(NS(=O)(=O)c2ccc(NC(=S)Nc3ccc(Cl)cc3C)cc2)no1,28%,0%,-3,719,1%,-11%,4%,.,-1.4%,i,0.7,

# Sorted by heavy-atom count (descending): three of the compounds above
SMILES,NOD2 inhibition,LYP phosphatase,Lipid droplet,Lipid droplet cells 6.5 µM,SIAH1 antagonists,NS5 inhibitors,AID2073,XIAP displacement,HIV peptide binding,Myeloid diff 2,Myeloid diff 2 GFP+ MAC1+ %,others
CCn1c(SCC(=O)N/N=C/C=C/c2ccccc2[N+](=O)[O-])nnc1-c1ccccc1,-26%,2%,18,597,-3%,-2%,-3%,-2.5%,-0.7%,i,0.3,
COc1ccc(-c2nnc(SCC(=O)Nc3cc(F)ccc3C)o2)cc1,-2%,-3%,.,.,1%,-3%,0%,-2.7%,0.6%,i,1.3,
Cc1cccc2c1NC(C)CC2C (centres undefined),-11%,-3%,-12,791,7%,3%,45%,-6.8%,-0.3%,i,0.5,

# More records:
SMILES,NOD2 inhibition,LYP phosphatase,Lipid droplet,Lipid droplet cells 6.5 µM,SIAH1 antagonists,NS5 inhibitors,AID2073,XIAP displacement,HIV peptide binding,Myeloid diff 2,Myeloid diff 2 GFP+ MAC1+ %,others
CCOC(=O)CNC(=O)C1(c2ccccc2)CCCC1,9%,-3%,-7,755,-3%,1%,7%,-4.5%,0.4%,i,0.5,NS5 inhibitors pilot replicate=-2.6
O=C(CNC(=O)c1cccs1)N/N=C/c1ccccc1[N+](=O)[O-],-22%,-7%,-2,826,8%,4%,5%,.,-2.2%,i,0.2,
CC(C)C[C@@H](CN(C)N=O)N(C[C@H](Cc1ccccc1)N(CCc1ccccc1)N=O)N=O,-17%,2%,-15,706,10%,-7%,-10%,3.8%,1.0%,i,1.2,
CCN(CC)CCC(=O)c1ccc(F)cc1,8%,4%,3,714,4%,1%,23%,-5.7%,1.4%,i,0.8,
CC(=O)Nc1ccc2nc(NC(=O)CN3CCOCC3)sc2c1,-13%,-6%,0,831,1%,-1%,7%,.,-0.7%,i,1.0,
C1=C(c2ccccc2)CCN(c2ncnc3nc[nH]c23)C1,-4%,4%,-1,586,6%,-2%,30%,-2.4%,-0.1%,i,3.7,
Cc1ccc(NC(=S)N2CCN(S(=O)(=O)c3c(F)cccc3F)CC2)cc1C,4%,0%,2,655,6%,-9%,-13%,-6.2%,-0.5%,i,0.7,
C=C(C)COc1ccc(-c2[nH]ncc2-c2ccc(Br)cc2)c(O)c1,0%,8%,-10,669,-1%,0%,13%,-5.3%,5.1%,?,.,
CCOC(=O)C1=C(CN2CCC(C)CC2)NC(=O)NC1c1ccc(Cl)cc1 (centres undefined),1%,-9%,4,685,5%,-8%,-4%,0.3%,0.2%,i,11,
CCn1nc(C)cc1C(=O)OCC(=O)c1ccc(Cl)cc1,1%,-8%,6,849,1%,-5%,10%,.,-1.0%,i,2.1,
CCOC(=O)Nc1ccc2c(CN3C(=O)NC(CC)(CC)C3=O)cc(=O)oc2c1,8%,-48%,28,792,-5%,.,22%,-5.1%,-1.3%,.,.,
CC1(C)CN=c2s/c(=C\c3ccc(Cl)cc3)c(=O)n2C1,-15%,-5%,-7,696,1%,0%,-6%,-5.7%,-0.4%,i,0.8,
COc1cccc(CN(C)CC(=O)Nc2cccc(C(F)(F)F)c2)c1OC,10%,-6%,-6,703,3%,-2%,-12%,-11%,-0.7%,i,0.5,
CCCCCOc1ccc(CSC2=NCCN2)cc1[N+](=O)[O-],10%,-2%,3,616,2%,4%,12%,1.5%,-1.5%,i,0.3,
Nc1nc2nc(-c3ccc(OCc4ccccc4)cc3)cc(C(F)(F)F)n2n1,10%,-7%,6,748,0%,-6%,4%,-4.1%,-0.5%,i,0.9,
Clc1ccc(Cl)c(-c2ccc(/C=N/c3ncn[nH]3)o2)c1,9%,-8%,.,.,2%,-2%,14%,2.6%,23%,i,0.4,
CC(=O)c1ccc(Nc2cc(C)nc3ccc(C)cc23)cc1,0%,-1%,-12,676,4%,1%,-5%,-3.6%,0.3%,i,0.1,

# 4 compounds picked at random from those above:
SMILES,NOD2 inhibition,LYP phosphatase,Lipid droplet,Lipid droplet cells 6.5 µM,SIAH1 antagonists,NS5 inhibitors,AID2073,XIAP displacement,HIV peptide binding,Myeloid diff 2,Myeloid diff 2 GFP+ MAC1+ %,others
COCc1cc(N2CCOCC2)nc(SCc2ccc(Cl)cc2)n1,-18%,0%,-2,681,-12%,-3%,6%,-5.9%,-1.6%,i,0.5,
COc1cc2cc(C(=O)N3CCC(Cc4ccccc4)CC3)[nH]c2cc1OC,6%,0%,9,820,3%,4%,16%,.,1.2%,i,0.5,
CCOC(=O)Nc1ccc2c(CN3C(=O)NC(CC)(CC)C3=O)cc(=O)oc2c1,8%,-48%,28,792,-5%,.,22%,-5.1%,-1.3%,.,.,
CCN(CC)CCC(=O)c1ccc(F)cc1,8%,4%,3,714,4%,1%,23%,-5.7%,1.4%,i,0.8,
